Bioassay records from PubChem.
zVAD death inh – L929 zVAD cell death inhibition; L929 zVAD necroptosis rescue, ATP luminescence, 24 h; with zVAD 60 µM; viability rescue, % at 10 µM; 220,000 tested, 0.38% active;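 active = activation, scaled between plate controls, above about 75%, limit read from the data; inactive = activation under that limit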;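 note: 0% = zVAD with DMSO and 100% = DMSO alone without zVAD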
NCF1 inh – p47phox (human) inhibition. P14598. p47phox/p22phox peptide binding, fluorescence polarization, 2 h. AID 1274. 220,000 tested, 0.53% active. inhibition, % at 24.7 µM;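 active = inhibition above about 30%, limit read from the data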;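 note: 0% = p47phox with labelled peptide and 100% = labelled peptide alone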
Tb hexokinase – T. brucei hexokinase 1 inhibition. recombinant TbHK1, G6PDH-coupled NADH A340. inhibition, % at 10 µM. 220,000 tested, 0.11% active. AID 1430;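 active = inhibition of 50% or more in the single-dose primary screen; inactive = inhibition below 50%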
Runt-CBFb FRET – blocks binding of human RUNX1 Runt domain to CBFb. Cerulean-Runt/Venus-CBFb FRET ratio 530/480, 1 h. inhibition, % at 20 µM. 220,000 tested, 0.46% active. AID 1496;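 active = inhibition over about 50% at 20 µM in the single-dose screen, limit read from the data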;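 note: 0% = DMSO wells and 100% = excess unlabeled CBFb competitor control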
Target sequence (Q01196 whole entry, looked up, the tested form may be a part): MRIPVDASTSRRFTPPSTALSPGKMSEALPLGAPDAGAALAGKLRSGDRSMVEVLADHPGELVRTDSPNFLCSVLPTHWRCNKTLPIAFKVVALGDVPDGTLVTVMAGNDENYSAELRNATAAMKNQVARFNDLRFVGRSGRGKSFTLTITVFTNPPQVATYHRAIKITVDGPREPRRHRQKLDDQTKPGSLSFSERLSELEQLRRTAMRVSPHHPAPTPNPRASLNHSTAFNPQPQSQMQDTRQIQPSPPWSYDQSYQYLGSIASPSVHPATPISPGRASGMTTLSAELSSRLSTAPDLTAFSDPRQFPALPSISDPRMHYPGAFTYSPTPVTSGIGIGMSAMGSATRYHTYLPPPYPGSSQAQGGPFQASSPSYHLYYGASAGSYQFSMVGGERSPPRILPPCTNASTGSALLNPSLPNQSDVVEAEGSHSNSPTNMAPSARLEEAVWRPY
Target sequence (Q13951 whole entry, looked up, the tested form may be a part): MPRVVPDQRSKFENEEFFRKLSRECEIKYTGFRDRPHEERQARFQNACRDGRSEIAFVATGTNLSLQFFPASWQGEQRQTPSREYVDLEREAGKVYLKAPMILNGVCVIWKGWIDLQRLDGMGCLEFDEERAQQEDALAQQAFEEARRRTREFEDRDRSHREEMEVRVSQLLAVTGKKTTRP
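test system = Cerulean-tagged RUNX1 Runt domain (FRET donor) fusion protein | reagent = Venus-CBFb binding partner, 100 nM | incubation = protein complex preformed 1 h, compound exposure 1 h, room temperature, dark | detection = FRET fluorescence | read-out basis = loss of energy transfer signal | controls = 5 µM unlabeled CBFb as full-inhibition high control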
14-3-3 Bad inh – disrupts binding of bovine 14-3-3 zeta to phospho-Bad peptide; TR-FRET 14-3-3zeta/Dy647-pBad peptide displacement, 1 h; 220,000 tested, 0.71% active; P63103; inhibition, % at 21.7 µM;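 active = inhibition above about 70%, limit read from the data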;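 note: 0% = full 14-3-3 plus peptide FRET controls and 100% = background without 14-3-3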
Mdm2 ligase inh – inhibitors of human Mdm2 E3 ubiquitin ligase; cell-based MDM2 ubiquitination luciferase reporter, 2 h; 0 = plate control, 100 = twice control, blank-subtracted; signal enhancement, % at 5 µM; 210,000 tested, 0.11% active;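 active = signal enhancement of 30% or more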;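 note: luminescence tracks abundance of the self-degrading MDM2-luciferase fusion protein; higher signal means inhibition of MDM2 E3 ligase activity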
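Timing – 2 h compound exposure at 37 °C · Assay system – mammalian cells stably expressing self-ubiquitinating, self-degrading MDM2 E3–luciferase fusion · Amount – 2000 cells seeded into each well · Measure – % luminescence enhancement versus blank-corrected plate control mean · Measured by – SteadyLite luminescence, 15 min reagent step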
Runt-SMMHC FRET – Runt domain-CBFb-SMMHC interaction inhibition. Q01196+Q13951. inhibition, % at 20 µM. Cerulean-Runt/Venus-CBFb-SMMHC FRET ratio 530/480, 1 h. 220,000 tested, 0.74% active;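 active = mean inhibition across duplicate retests at 20 µM reaching about 50%, limit read from the data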;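 note: 0% = DMSO wells and 100% = wells with excess untagged CBFb-SMMHC; inhibitors lower the FRET ratio by blocking Runt binding to CBFb-SMMHC; some results filed as inactive read as strong as hits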
EBV gp42 block – blocks Epstein-Barr virus glycoprotein 42 binding. Q1HVG2. Fluorescence polarization binding assay, mP read-out. inhibition, % (tested at 21.74 µM). 220,000 tested, 0.42% active. AID 1085; in the data active = inhibition above about 50%
Target sequence (Q1HVG2 whole entry, looked up): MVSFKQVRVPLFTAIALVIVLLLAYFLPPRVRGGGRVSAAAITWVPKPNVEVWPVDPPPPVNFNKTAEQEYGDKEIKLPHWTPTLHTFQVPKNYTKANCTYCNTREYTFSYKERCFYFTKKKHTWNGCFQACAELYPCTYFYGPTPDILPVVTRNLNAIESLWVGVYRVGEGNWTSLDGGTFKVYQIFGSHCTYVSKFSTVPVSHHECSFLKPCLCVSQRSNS
Hck Nef HTS – inhibitors of human Hck kinase activated by Nef; P08631; Recombinant Hck-YEEI plus Nef, Z-Lyte FRET kinase assay; inhibition, % at 20 µM; 220,000 tested, 0.68% active;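 active = Hck-Nef kinase inhibition above about 50%, limit read from the data; inactive = inhibition below that limit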;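 note: 0% = DMSO with Hck plus Nef and 100% = Hck alone without Nef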
Starred values were filed as active, the others as inactive; . = no result given; [ ] = remark or other dose.

cpd | smiles | Runt-CBFb FRET | NCF1 inh | Mdm2 ligase inh | Tb hexokinase | EBV gp42 block
1 | COc1ccc(NS(=O)(=O)c2ccc(S(=O)(=O)N3CCCC3)cc2)cc1 | -1 | -1 | -49 | -8 | -14
2 | CCc1ccccc1S(=O)(=O)Cc1ccc(C(=O)NCC2CCCO2)o1 (configuration not stated) | 0 | 4 | -39 | 5 | -4
3 | Cc1ccc(/C=C(\NC(=O)c2ccccc2)C(=O)N2CCCC2C(=O)O)cc1 (configuration not stated) | 1 | 3 | 0 | -5 | 0
4 | O=C(NCC1CCCO1)c1cccnc1Nc1ccccc1F (configuration not stated) | -1 | -9 | -12 | 1 | -1
5 | CC(C)NC(=O)NC(=O)COC(=O)c1ccc(F)cc1F | 1 | 1 | -10 | 0 | 0
6 | CCN(CC)S(=O)(=O)c1cccc(-c2n[nH]c(=S)n2/N=C/c2ccc(OC)cc2)c1 | 8 | -6 | -8 | 1 | 0
7 | Cn1c(=O)c2c(O)c([N+](=O)[O-])c(=O)n(C)c2n(C)c1=O | 2 | -3 | -5 | -24 | -19
8 | CN1CCN(c2ccccc2NC(=O)c2ccc(-c3cccc([N+](=O)[O-])c3)o2)CC1 | 4 | -13 | . | -17 | -11
9 | CCN(CC)S(=O)(=O)c1ccc(/C=C/C(=O)OCC(=O)N(C(C)C)C(C)C)cc1 | -3 | -15 | -5 | 1 | -10
10 | O=C(CN1CCN(C2CCCCC2)CC1)c1ccc2cc[nH]c2c1 | 2 | -10 | -3 | -20 | -1
11 | Oc1cccc(CN2CCCCC2)c1 | -2 | -4 | -3 | -3 | -8
12 | CSc1nnc(Cn2c(=O)sc3ccccc32)n1-c1ccccc1C | . | -6 | -3 | -7 | -17

cpd | Hck Nef HTS | 14-3-3 Bad inh | Runt-SMMHC FRET | zVAD death inh
1 | 0 | -9 | 0 | 0.0
2 | -1 | -6 | -1 | 0.9
3 | 7 | -3 | 2 | 2.1
4 | -1 | 9 | 4 | -0.2
5 | 0 | 3 | 2 | 0.5
6 | -17 | 7 | 24 | 1.5
7 | 13 | 2 | 0 | -0.1
8 | 2 | 2 | 0 | 0.6
9 | 0 | -22 | 0 | 3.1
10 | 1 | 2 | -1 | 2.4
11 | 1 | 5 | -2 | 0.3
12 | -3 | 13[fluorescence artefact?] | . | 0.6

Entries of single compounds as entered above. Screens in order: Runt-CBFb FRET, NCF1 inh, Mdm2 ligase inh, Tb hexokinase, EBV gp42 block, Hck Nef HTS, 14-3-3 Bad inh, Runt-SMMHC FRET, zVAD death inh
`CN1CCN(c2ccccc2NC(=O)c2ccc(-c3cccc([N+](=O)[O-])c3)o2)CC1` is listed as 4, -13, ., -17, -11, 2, 2, 0, 0.6
`Cn1c(=O)c2c(O)c([N+](=O)[O-])c(=O)n(C)c2n(C)c1=O` is listed as 2, -3, -5, -24, -19, 13, 2, 0, -0.1
`CCN(CC)S(=O)(=O)c1ccc(/C=C/C(=O)OCC(=O)N(C(C)C)C(C)C)cc1` is listed as -3, -15, -5, 1, -10, 0, -22, 0, 3.1

Other entries:
cpd | smiles | Runt-CBFb FRET | NCF1 inh | Mdm2 ligase inh | Tb hexokinase | EBV gp42 block
13 | COc1c(F)c(F)c(C(=O)O)c(Nc2ccc(C)cc2C)c1F | -2 | -8 | -2 | 0 | -7
14 | Cc1ccc(-n2nc(C(=O)O)c(O)cc2=O)cc1 | 3 | -5 | -8 | -6 | -16
15 | CCCCNCCCCOc1ccccc1 | -1 | -11 | 6 | 1 | -5
16 | CCCc1nc(NC(=O)c2ccccc2)nc(NC(=O)c2ccccc2)n1 | -2 | 2 | -2 | 3 | -3
17 | CCCCNS(=O)(=O)c1ccc2nc(-c3cccnc3)cc(C(=O)NC(C)C)c2c1 | -4 | -2 | . | 1 | -6
18 | O=C(c1ccco1)N1CCN(CCCCOc2cccc3ccccc23)CC1 | -5 | -13 | -4 | -9 | -10
19 | CC1CCN(C(=O)C2Cc3ccccc3CN2S(=O)(=O)c2ccc(F)cc2)CC1 (configuration not stated) | -1 | -8 | -22 | 0 | 11
20 | S=c1[nH]cnc2scc(-c3ccc(Br)cc3)c12 | 10 | -35 | -9 | 2 | -8
21 | CC(Sc1cccc[n+]1[O-])C(=O)Nc1ccc(Oc2ccccc2)cc1 (configuration not stated) | -1 | -11 | . | 0 | -23
22 | COc1ccc(C(=O)N2CCC(N3CCN(c4ccccc4)CC3)CC2)cc1 | 1 | -4 | -7 | -3 | -9
23 | O=C(NCc1cccnc1)c1ccc(-c2ccccc2[N+](=O)[O-])o1 | 4 | -1 | 7 | -4 | -4
24 | O=C1OCCN1CCNCc1cn(-c2ccc(F)cc2)nc1-c1ccccc1Cl | -2 | -8 | 0 | 7 | 4

cpd | Hck Nef HTS | 14-3-3 Bad inh | Runt-SMMHC FRET | zVAD death inh
13 | 14 | -4 | -1 | 2.1
14 | 8 | -4 | 0 | 0.6
15 | 1 | 0[fluorescence artefact?] | -1 | 0.9
16 | 6 | 2 | 0 | -0.2
17 | -1 | 1 | -2 | .
18 | -8 | 15 | 1 | .
19 | 2 | -5 | 4 | -0.4
20 | 21 | -30 | 6 | -1.5
21 | 20 | -5 | 2 | 0.6
22 | 0 | 89* | 0 | 0.7
23 | 8 | 0 | -3 | 0.2
24 | 21 | -8 | -2 | 0.3

Additional structures.
cpd | smiles | Runt-CBFb FRET | NCF1 inh | Mdm2 ligase inh | Tb hexokinase | EBV gp42 block
25 | Cc1[nH]c(=O)[nH]c(=O)c1NS(=O)(=O)c1ccccc1 | 0 | -2 | 13 | -4 | -22
26 | C=CCOc1cccc(CNn2cn[nH]c2=S)c1 | 3 | -1 | -4 | -3 | -1
27 | CCC(=O)N1CCc2cc(S(=O)(=O)NC(Cc3ccccc3)C(=O)NC3CCCCC3)ccc21 (configuration not stated) | -4 | -3 | -10 | -8 | 3
28 | Cc1nc(-c2ccccc2)sc1C1(C)CC(c2ccc([N+](=O)[O-])cc2)=NO1 (configuration not stated) | -1 | -10 | 20 | -16 | -20
29 | Cn1c(N/N=C\c2cccc(O)c2)cc(=O)n(C)c1=O | 3 | 9 | . | -29 | 6
30 | O=C(Nc1nnc(CCS(=O)(=O)c2ccc3ccccc3c2)s1)c1cccs1 | 1 | -10 | -9 | -5 | 1
31 | C(=C\c1ccccc1)/C=N/Nc1nc(N2CCOCC2)nc(N2CCOCC2)n1 | -1 | 6 | -17 | -56 | -27
32 | Cc1ccc(C)c(CSc2nc(-c3ccco3)nc3c2c(=O)n(C)c(=O)n3C)c1 | 0 | -2 | 6 | -40 | -4
33 | Cc1ccc(N2CC(=O)N(NC(=O)c3sc4nc(C)cc(C)c4c3N)CC2=O)cc1 | 6 | -21 | -8 | -17 | -6
34 | COC(=O)c1c(NC(=O)COC(=O)CNC(=O)C2CCCCC2)sc(C)c1C | -5 | 5 | -8 | 28 | -6
35 | Cc1ccc(C2=Nc3ccccc3NC(C)(c3ccc(C)o3)C2)o1 (configuration not stated) | -3 | -23 | -3 | -18 | -4
36 | Cc1cc(C)cc(NC(=S)NC2CC3CCC(C2)N3Cc2ccco2)c1 (configuration not stated) | -2 | 2 | 1 | 4 | -12

cpd | Hck Nef HTS | 14-3-3 Bad inh | Runt-SMMHC FRET | zVAD death inh
25 | 1 | 12 | 0 | -0.1
26 | 1 | -14 | 4 | 0.0
27 | 5 | -1[fluorescence artefact?] | 2 | .
28 | 28 | -1 | 2 | 0.1
29 | 1 | -2 | 2 | 0.8
30 | 2 | 13 | 0 | 0.9
31 | 3 | 11[fluorescence artefact?] | 0 | 0.8
32 | 9 | 4 | -5 | 0.1
33 | 21 | -6 | 8 | 0.5
34 | 7 | -8 | 9 | 1.4
35 | 1 | -12 | -19 | -0.1
36 | 1 | -1[fluorescence artefact?] | 5 | 0.1

Given with one line to a screen: entries from further up.
#25 Cc1[nH]c(=O)[nH]c(=O)c1NS(=O)(=O)c1ccccc1
#26 C=CCOc1cccc(CNn2cn[nH]c2=S)c1
#27 CCC(=O)N1CCc2cc(S(=O)(=O)NC(Cc3ccccc3)C(=O)NC3CCCCC3)ccc21 (configuration not stated)
Screen / compound no.	25	26	27
Runt-CBFb FRET	0	3	-4
NCF1 inh	-2	-1	-3
Mdm2 ligase inh	13	-4	-10
Tb hexokinase	-4	-3	-8
EBV gp42 block	-22	-1	3
Hck Nef HTS	1	1	5
14-3-3 Bad inh	12	-14	-1[fluorescence artefact?]
Runt-SMMHC FRET	0	4	2
zVAD death inh	-0.1	0.0	.

(further entries)
cpd | smiles | Runt-CBFb FRET | NCF1 inh | Mdm2 ligase inh | Tb hexokinase | EBV gp42 block
37 | O=C(NNC(=S)Nc1ccccc1)c1cccc(Br)c1 | 4 | -10 | -14 | -12 | -6
38 | Cc1ccccc1OCCn1c(CCNC(=O)C(C)C)nc2ccccc21 | -4 | -12 | -12 | -6 | -10
39 | Cc1ccc(-c2nnn(CC(=O)N(CC3CCCO3)C(C(=O)NC3CCCC3)c3ccc(O)cc3)n2)o1 (configuration not stated) | 1 | -6 | -13 | 1 | -7
40 | COC(=O)C(C)Sc1nc(NCc2ccccc2)nc(N(C)C)n1 (configuration not stated) | 0 | -8 | -23 | -4 | -17
41 | O=C(Nc1ccncc1)c1sc2ccccc2c1Cl | -1 | -3 | -2 | 4 | 4
42 | COc1ccc(Nc2nc(NC(C)(C)C)nc(N3CCOCC3)n2)c(OC)c1 | 0 | 8 | -17 | -5 | 16
43 | COc1nn(CC(=O)N2N=C(C)CC2(O)C(F)F)cc1[N+](=O)[O-] (configuration not stated) | 1 | -13 | . | -8 | -13
44 | COc1ccc(NC(=O)CN(C)S(=O)(=O)c2ccccc2)c([N+](=O)[O-])c1 | -3 | -17 | -1 | 1 | -26
45 | COc1cc(Cl)c(C)cc1NC(=O)c1ccc(S(C)(=O)=O)cc1 | -2 | -20 | -9 | -3 | -24
46 | CN(CCC#N)C(=O)COC(=O)c1ccc2c(=O)n3c(nc2c1)CCC3 | 2 | -8 | 0 | 5 | -7
47 | CCSc1oc(-c2ccco2)nc1S(=O)(=O)c1ccc(F)cc1 | 0 | -14 | -6 | -1 | -16
48 | CCOc1ncccc1C(=O)N1CCN(S(=O)(=O)c2ccc(Br)cc2Cl)CC1 | 2 | -1 | -10 | 4 | -21
49 | OCCN1CCN(c2nc(-c3ccccc3)c3cc(Cl)ccc3n2)CC1 | . | -12 | -15 | -13 | -7
50 | NS(=O)(=O)c1ccc(NC(=O)COC(=O)c2cc([N+](=O)[O-])ccc2Cl)cc1 | 1 | -3 | -14 | -8 | -14

cpd | Hck Nef HTS | 14-3-3 Bad inh | Runt-SMMHC FRET | zVAD death inh
37 | -1 | -19 | 0 | 1.1
38 | 0 | 4 | -6 | 0.8
39 | 26 | -22 | 3 | 1.3
40 | 17 | 0 | -2 | -0.5
41 | -3 | 4 | -4 | 0.0
42 | 1 | -7 | 5 | 30
43 | 0 | 4[fluorescence artefact?] | -1 | 0.0
44 | 1 | -1[fluorescence artefact?] | -6 | 0.4
45 | 1 | -2 | 1 | -0.6
46 | 10 | 16 | 6 | -1.3
47 | 3 | -6 | -4 | 0.1
48 | 1 | -10 | -2 | 1.8
49 | 0 | 15[fluorescence artefact?] | 52* | 0.3
50 | 4 | 1 | 0 | 0.9
